Epigenetic derep – epigenetic control regulation, reporter derepression. Potency, µM (series often up to 53.9 µM), for the others: at the highest dose GFP activation, usual class: activators. 280,000 tested, 0.2% active. murine LDR cells, GFP reporter derepression, 30 h. AID 1865; note: % of control where 0% means no effect; nearly all actives have a fitted effect of over 60% in size
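Murine LDR cells bearing a silenced CMV-driven GFP reporter were exposed to compound for 30 h at 37 C. After PBS washes, GFP-positive cells (20-120 um objects) counted by laser-scanning microplate cytometry.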
SMN2 splice enh – enhancers of SMN2 splice variant expression. Potency, µM (top dose mostly 46.1 µM), inactives show at the top dose activity change, positive = activation, most hits filed as activators. AID 1458. 210,000 tested, 2.8% active. HEK293 SMN2-luciferase splicing reporter, luminescence, 30-36 h; note: % of control where 0% means no effect; nearly all actives have a fitted effect of over 55% in size
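qHTS luciferase splicing reporter: luminescence rises when SMN2 exon 7 is included in transfected HEK293 cells. Compound exposure lasted 30-36 h at 37C, with 4.5 mM final sodium butyrate as control, followed by a ONE-Glo read.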
The depositor's hits bear a star; ? = inconclusive; [ ] = remark or other dose. Calls come from the whole dose curve; as a rule, active = well fitted curve in the direction sought with a large enough effect; inconclusive = small, poorly fitted or top-dose-only effect, or another doubt; inactive = no such curve, though single readings can be large; an effect the other way counts as inactive or inconclusive. Potency is the fitted concentration of half-maximal effect.

SMILES	Epigenetic derep	SMN2 splice enh
O=C(NCc1cccnc1)c1nn(-c2ccccc2F)nc1CO	2.0%	-25.1%
COc1ccc2[nH]c(C)c(CCNS(=O)(=O)c3cc(F)ccc3OC)c2c1	2.2%	11.2%
CCOC(=O)N1CCC(NC(=O)c2ccc3c(c2)N(Cc2ccccc2C)C(=O)c2ccccc2S3=O)CC1 (stereo not drawn)	-1.1%	19.7%
CCOCCCNC(=O)C1CCN(C(=O)c2cc3sccc3n2C)CC1	2.4%	-4.8%
CCc1nc2ccccc2n2c(-c3ccc(C)cc3)c3c(=O)n(C)c(=O)n(C)c3c12	-1.0%	2.4%
Cc1cc(C)n(-c2nc3ccccc3nc2Nc2ccc(Cl)c(C(=O)OC(C)C)c2)n1	2.4%	-0.6%
COc1ccc(-c2csc(-c3c(N)c(C(=O)c4ccc(OC)c(OC)c4)n4ccccc34)n2)cc1	2.5%	3.5%
CC1CCN(C(=O)c2cc3c(=O)n(C)c4ccccc4c3s2)CC1	0.0%	-3.7%
COc1ccc(OCC(=O)N(Cc2sccc2C)C2CCS(=O)(=O)C2)cc1 (stereo not drawn)	1.9%	2.1%
CC(C)C(NS(=O)(=O)c1ccc2c(c1)oc(=O)n2C)C(=O)NCCc1ccccc1 (stereo not drawn)	1.1%	-5.2%
COC(=O)CN1C(C(=O)c2ccccc2)=C(OC(=O)c2ccc(C)cc2)c2ccccc2S1(=O)=O	-2.9%	2.0%
COc1ccc(C(=O)COC(=O)CCCC(=O)Nc2cc(C(F)(F)F)ccc2Cl)cc1	1.2%	-10.4%
COc1ccc(-c2csc3nc(-c4ccc(Cl)cc4)oc(=O)c23)cc1	3.0%	5.4%
COc1cc(NC(=O)c2cc3c(=O)oc4ccc(C)cc4c3s2)cc(OC)c1OC	-0.3%	-4.2%
CCOc1ccc2nc(N3CCCC(C(=O)Nc4cc(Cl)c(OC)cc4OC)C3)sc2c1 (stereo not drawn)	1.4%	?
COC(=O)c1ccc(NC(=O)CN2C(=O)CC(c3ccccc3)Sc3ccccc32)cc1 (stereo not drawn)	1.1%	-2.0%
Cc1ccc(Nc2c(-c3ccsc3)nc3cccc(C)n23)cc1	3.1%	-0.8%
CCn1c(CNC(=O)c2ccc(OC)cc2)nnc1SCC(=O)Nc1cccc(C)c1	0.0%	2.3%
CCOC(=O)c1c(NC(=O)CSc2cn(CCNC(=O)c3ccccc3F)c3ccccc23)sc2c1CCCC2	-1.1%	6.7%
COc1ccc(CCN2C(=O)N(c3ccc(C)cc3)C(=O)C2CC(=O)Nc2ccc(OC)cc2)cc1 (stereo not drawn)	-2.3%	18.2%
COc1ccc(Cn2c(=O)[nH]c3cc(C(=O)N4CCN(c5cccc(Cl)c5)CC4)ccc3c2=O)cc1	1.6%	0.0%
O=S(=O)(c1cccs1)N1CCN(c2ccc(Cl)cc2)CC1	-0.2%	-2.7%
Cc1ccc(NC(=O)C(=O)NCC2(c3ccccc3)CCCC2)cc1C	2.7%	-11.1%
Cc1ccc(Nc2nc(Nc3ccc(C)c(C)c3)nc(N3CCOCC3)n2)cc1C	-0.7%	3.0%
COc1ccccc1NC(=O)C1CCN(S(=O)(=O)c2ccc3c(c2)oc(=O)n3C)CC1	0.3%	-6.1%
CC1=C(C(=O)OC2CCCC2)C(c2ccc(Cl)cc2)CC(=O)N1 (stereo not drawn)	0.6%	-8.7%
COc1ccc(Cn2c(=O)n(-c3ccccc3C)c(=O)c3c4c(sc32)CN(C(C)=O)CC4)cc1	0.0%	8.3%
O=C(CN1CCN(Cc2ccccc2F)C1=O)NCc1ccccc1	-0.7%	3.2%
CCCSc1ncc(Cl)c(C(=O)Nc2ccc(S(=O)(=O)N3CCCC(C)C3)cc2)n1 (stereo not drawn)	-1.9%	-26.5%
CC(C)Cn1c(C2CC(=O)N(c3ccccc3Cl)C2)nc2ccccc21 (stereo not drawn)	-4.5%	-18.1%

Taken from above:
Epigenetic derep result of O=S(=O)(c1cccs1)N1CCN(c2ccc(Cl)cc2)CC1 = -0.2%
Epigenetic derep result of CC1=C(C(=O)OC2CCCC2)C(c2ccc(Cl)cc2)CC(=O)N1 (stereo not drawn) = 0.6%

Molecules listed so far containing two or more sulfur atoms, in the order listed:
SMILES	Epigenetic derep	SMN2 splice enh
COc1ccc(OCC(=O)N(Cc2sccc2C)C2CCS(=O)(=O)C2)cc1 (stereo not drawn)	1.9%	2.1%
CCOC(=O)c1c(NC(=O)CSc2cn(CCNC(=O)c3ccccc3F)c3ccccc23)sc2c1CCCC2	-1.1%	6.7%
O=S(=O)(c1cccs1)N1CCN(c2ccc(Cl)cc2)CC1	-0.2%	-2.7%
CCCSc1ncc(Cl)c(C(=O)Nc2ccc(S(=O)(=O)N3CCCC(C)C3)cc2)n1 (stereo not drawn)	-1.9%	-26.5%

Continuation:
SMILES	Epigenetic derep	SMN2 splice enh
Cc1cc(OCC(=O)Nc2ccc(-c3nc4cc(Cl)ccc4o3)cc2)cc(C)c1Cl	-0.8%	0.9%
CC(C)(C)c1ccccc1NC(=O)c1cnn2c(C(F)F)cc(-c3ccccc3)nc12	-2.0%	0.3%
Fc1ccc2c(c1)-c1c(cnc3cc(-c4ccc(Cl)cc4)nn13)CO2	14.0%	6.1%
O=C(Nc1ccc(F)cc1F)C1CCCN1S(=O)(=O)c1cccc2nsnc12 (stereo not drawn)	-1.1%	-11.8%
O=C(CSc1oc(-c2ccccc2)nc1S(=O)(=O)c1ccc(Br)cc1)c1ccccc1	-1.8%	-2.8%
CC(=O)c1ccc(NC(=O)c2ncn(-c3ccccc3)n2)cc1	0.0%	17.4%
COc1ccc(Br)c2c1-c1nc(NC(=O)c3ccccc3SC)sc1C2	-2.1%	1.1%
Cc1cc(C)cc(NC(=O)C2CCCN(c3nnc(-n4c(C)ccc4C)s3)C2)c1 (stereo not drawn)	16.6%	-0.7%
CN(C)c1ccc(-c2nc3ccc(Cl)cn3c2Nc2ccc3c(c2)OCCO3)cc1	10.5%	10.4%
CCOC(=O)c1cccc(NC(=O)c2cc3sccc3n2Cc2ccc(Cl)cc2)c1	0.7%	11.6%

Whole records from above. Values in the order: Epigenetic derep, SMN2 splice enh
Results for Cc1cc(OCC(=O)Nc2ccc(-c3nc4cc(Cl)ccc4o3)cc2)cc(C)c1Cl : -0.8%, 0.9%
Results for Fc1ccc2c(c1)-c1c(cnc3cc(-c4ccc(Cl)cc4)nn13)CO2 : 14.0%, 6.1%
Results for CCOC(=O)c1cccc(NC(=O)c2cc3sccc3n2Cc2ccc(Cl)cc2)c1 : 0.7%, 11.6%
Results for O=C(CN1CCN(Cc2ccccc2F)C1=O)NCc1ccccc1 : -0.7%, 3.2%

(further entries)
SMILES	Epigenetic derep	SMN2 splice enh
COc1ccc(OCC(=O)N(Cc2cccc(OC)c2)C2CCS(=O)(=O)C2)cc1 (stereo not drawn)	-0.8%	5.3%
Cn1c(=O)[nH]c(=O)c2c1nc(CN1CCN(c3ccccc3)CC1)n2Cc1c(F)cccc1Cl	1.7%	1.4%
O=S(=O)(c1ccccc1)c1nnn2c1nc(Nc1ccccc1)c1cc(Cl)ccc12	7.8%	-1.8%
CCOC(=O)c1c(Nc2ccc(C)cc2)nnc(-c2ccccc2)c1-c1ccccc1	0.3%	-24.2%
CC(C)CCNC(=O)c1cn(C)c2ccc(S(=O)(=O)N3CCOCC3)cc2c1=O	-1.1%	-1.4%
COCCNC(=O)CCCn1c(SCC(=O)NCc2ccc(C)cc2)nc2c(sc3ccccc32)c1=O	-1.1%	-3.8%
Cc1ccc(Cn2c(CCCNC(=O)C3CCCCC3)nc3ccccc32)cc1	-4.0%	-19.1%
COc1ccc(Nc2c(-c3ccc(N4CCOCC4)cc3)nc3ncccn23)cc1OC	-2.1%	4.9%
O=C(c1ccco1)n1nc(-c2ccccc2)nc1NCc1ccccc1Cl	0.0%	-1.7%
CC1CCc2nc3ccc(S(=O)(=O)N4CCC(C(=O)NCc5ccccc5Cl)CC4)cc3c(C(=O)O)c2C1 (stereo not drawn)	9.5%	0.6%
CCOc1ccc(CCNC(=O)CCc2c(C)nc3c4c(C)cc(C)nc4nn3c2C)cc1	-5.7%	13.9%
Cc1ccc(Nc2c(-c3ccc(C)cc3)nc3cnccn23)cc1	0.3%	19.7%
CCCCCn1c(=O)[nH]c2cc(C(=O)N3CCN(c4cc(Cl)ccc4C)CC3)ccc2c1=O	-0.3%	0.6%
CC(=O)N1CCc2cc(Br)cc(S(=O)(=O)CCC(=O)N3CCN(c4cccc(C)c4C)CC3)c21	-2.1%	-42.4%[inhibitor]
CCCCCOC(=O)CSc1ncnc2sc3c(c12)CCC(C)C3 (stereo not drawn)	2.6%	3.4%
CCc1nc2onc(C)c2c(=O)n1CC(=O)O	4.3%	?
Cc1ccc(NC(=O)Cn2c(=O)c3ccccc3n3nncc23)cc1	18.6%	6.7%
CCOC(=O)c1ccccc1NC(=O)Cn1c(=O)n(CCCC(=O)NCc2ccc3c(c2)OCO3)c(=O)c2ccccc21	5.3%	10.7%
O=C(COC(=O)c1cc(-c2cccs2)nc2ccccc12)c1ccc(F)cc1	-0.9%	-9.4%
CCc1nnc2c(NCc3cccc(OC)c3)nc3ccccc3n12	1.5%	3.2%
Cc1cc(NS(=O)(=O)c2ccc(NC(=O)COc3c(C)cc(Br)cc3C)cc2)no1	1.9%	14.7%
COc1ccc(CNC(=O)c2cnc3ccc(C)cn3c2=O)cc1	0.0%	-5.5%
CCC(Sc1nnc2c(n1)[nH]c1ccccc12)C(=O)Nc1nnc(C(C)C)s1 (stereo not drawn)	9.6%	-0.7%
O=C(CCCn1c2ccccc2c(=O)c2ccccc21)Nc1cccc(Cl)c1	-1.6%	-17.0%
Cc1cccc(OC(=O)c2nc(SCc3ccccc3F)ncc2Cl)c1	-2.3%	-6.0%
CCOc1ccccc1NC(=O)Cn1c(=O)n(Cc2ccco2)c(=O)c2sc3ccccc3c21	?	1.9%
Cn1c(=O)n(C)c2cc(S(=O)(=O)Nc3ccccc3C(=O)O)ccc21	0.0%	-9.1%
Cc1cccc(C(=O)Nc2sc3c(c2C(=O)N2CCCCC2)CCC(C)C3)c1 (stereo not drawn)	-0.2%	-11.3%
CCCCc1nn2c(C)c(-c3ccc(OCC)cc3)nc2s1	-0.8%	11.5%
O=C(Cn1cc(C(=O)c2ccccc2)c(=O)c2cc3c(cc21)OCCO3)Nc1ccc(F)c(F)c1	-0.4%	0.1%
Cc1cc(C)cc(NC(=O)Cc2csc(C)n2)c1	1.9%	-8.9%
Cc1ccc(NC(=O)Nc2cccc(C)n2)cc1	-1.6%	15.8µM*
COc1ccc(Nc2ncc3c(n2)CCN(C(=O)OC(C)(C)C)C3)cc1	7.8%	19.1%
CC1=C(C(N)=O)C(c2ccc(C(C)C)cc2)n2nc(SCc3ccccc3)nc2N1 (stereo not drawn)	-1.1%	-0.1%
CCN(CC)CCOC(=O)c1ccc(NC(=O)c2cc3c(s2)-c2ccccc2OC3)cc1	?	-1.3%
Cc1cc(NC(=O)C2CCN(S(=O)(=O)c3ccc(Br)s3)CC2)ccc1Br	?	-0.7%
O=C(NCc1ccc(F)cc1)C1CCN(C(=O)c2cnn(-c3ccccc3)c2-n2cccc2)CC1	6.7%	-5.7%
COC(=O)c1sc(N2C(=O)c3oc4ccc(C)cc4c(=O)c3C2c2ccc(OC)cc2)nc1C (stereo not drawn)	-1.0%	-4.8%
COc1ccccc1CNC(=O)c1ccc(CS(=O)(=O)c2ccccc2C)o1	-0.3%	-15.7%
O=C(C1CCCN(S(=O)(=O)c2ccc(Br)s2)C1)N1CCN(c2ccc(F)cc2)CC1 (stereo not drawn)	1.1%	5.9%
COc1ccccc1NC(=O)CN(c1ccc(C(C)C)cc1)S(=O)(=O)c1c(C)noc1C	1.5%	-13.8%
CCOC(=O)c1sc(NC(=O)/C=C/c2ccc(C(C)C)cc2)c(C(=O)OCC)c1C	0.0%	-3.9%
CCc1ccccc1S(=O)(=O)Cc1ccc(C(=O)NCc2ccc(Cl)cc2)o1	-1.1%	-18.5%
CC1CCCCN1C(=O)CSc1nnc(-c2cccc(Cl)c2)o1 (stereo not drawn)	3.1%	?
Oc1ccc(/C=C/c2nc(-c3ccccc3O)n(-c3ccccc3)n2)c(O)c1	-4.9%	-6.3%
COc1ccccc1OCC(=O)Nc1c(C(=O)c2ccc(F)cc2)oc2ccccc12	1.0%	-5.0%
N#Cc1ccccc1OCC(=O)N1CCN(c2ccccc2)CC1	0.0%	-7.4%
Cc1ccc(Cn2c(CCNC(=O)C(C)C)nc3ccccc32)cc1	4.4%	-6.6%
Cc1cccc(N(CC(=O)NC(C)c2ccccc2)S(=O)(=O)c2ccccc2)c1C (stereo not drawn)	2.9%	-14.0%
Cc1ccc2nc(Cl)c3cc(C(=O)NC4CCCCC4)sc3c2c1	-2.3%	5.6%
The results go on.
SMILES	Epigenetic derep	SMN2 splice enh
CCC(=O)N1CCc2cc(Br)cc(S(=O)(=O)N3CCN(c4ccccc4)CC3)c21	-1.1%	4.6%
Cc1cccc(NC(=O)c2c(NC(=O)c3ccccc3)sc3c2CCCC3)c1	0.5%	-5.9%
CCC(=O)N1CCc2cc(S(=O)(=O)CCC(=O)N3CCN(c4ccc(C(C)=O)cc4)CC3)ccc21	-2.5%	-5.3%
CCOC(=O)Cn1nc(N2CCN(c3ccc(F)cc3)CC2)ccc1=O	0.8%	-3.9%
Cc1cc(F)ccc1NC(=O)CCS(=O)(=O)c1cccc2nsnc12	2.9%	-9.8%
CC(=O)c1ccc(NC(=O)c2cc(-c3ccc(Cl)c(Cl)c3)on2)cc1	0.2%	5.6%
COc1ccc(CCNC(=O)c2cc(=O)c3cc(C)c(C)cc3o2)cc1OC	-1.9%	5.7%

Not all compounds are listed, so the mix of outcomes need not match the whole.
